From PubChem BioAssay
PhoP inhibition: inhibitors of PhoP regulon expression, primary screen, Salmonella Typhimurium, GFP reporter (AID 1863); actives 0.16% (n = 300,000); one-dose inhibition, % at 50 µM; IC50 in µM for titrated hits; S. Typhimurium PhoP-regulated promoter GFP reporter, 4 h; higher % means a stronger effect;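 active = inhibition over 29.93%, a cutoff 3 SD above the screen mean, later confirmed by dose response; inconclusive = inhibition over 29.93% but no dose response follow-up; inactive = inhibition at most 29.93% or unconfirmed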;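 also: 0% = low Mg2+ inducing control and 100% = high Mg2+ repressing control; strong numbers were not always called active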
NS5 inhibitors: Dengue-2 NS5 methyltransferase inhibitors, primary screen, biochemical, confirmation dose response (AID 588689); actives 0.3% (n = 340,000); Dengue-2 NS5 methyltransferase capping enzyme assay, biochemical; higher % means a stronger effect; Genome polyprotein (Dengue virus type 2 (strain 16681-PDK53)); inhibition, % at 25 µM, or IC50 in µM where a hit was titrated; in the data active = a potency from the dose series; inconclusive = inhibition above about 29% without an active follow-up result
RSV CPE inhibition: RSV antiviral activity via CPE protection, HEp-2 cells, primary 10 µM value included (AID 2391). actives 0.13% (n = 310,000). HEp-2 cells, RSV-induced CPE inhibition; higher % means a stronger effect. CPE inhibition, % at 10 µM, or IC50 in µM where a hit was titrated; in the data active = a potency from the dose series; inconclusive = CPE inhibition mostly from about 23% at the one dose, without a potency; inactive = the rest, 99 in 100 with CPE inhibition below about 21%; also: strong numbers were not always called active
West Nile antiviral: West Nile virus antiviral activity, cell-based, CPE readout (AID 1621); West Nile virus-infected cells, CPE inhibition; higher % means a stronger effect; one-dose CPE inhibition, % at 10 µM; IC50 in µM for titrated hits; actives 0.02% (n = 290,000); in the data active = a potency from the dose series; inconclusive = CPE inhibition mostly from about 3.7% at the one dose, without a potency; inactive = the rest, 99 in 100 with CPE inhibition below about 2.2%; also: strong numbers were not always called active
UTI89 phage lysis: inhibition of K1F phage lysis, E. coli UTI89, bacterial capsule biogenesis inhibitors, alamar blue (AID 488966) | inhibition, % at 100 µM; hits with a dose series show IC50 in µM | actives 0.02% (n = 340,000) | E. coli UTI89 K1F phage lysis, alamar blue, 2 h; higher % means a stronger effect;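 active = phage lysis inhibition, versus mean bacterial control, above a set limit; inconclusive = no clear call, values can overlap the other calls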;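 also: capsule biogenesis inhibitors block K1F phage lysis so surviving cells raise fluorescence; higher fluorescence means more inhibition of phage lysis; actives were called in the ten point dose series up to 300 µM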
NTR1 agonist: agonists of NTR1, primary screen, imaging, U2OS cells, beta-arrestin-GFP, high content (AID 493036); actives 0.17% (n = 330,000); NTR1-U2OS beta-arrestin-GFP spot imaging, agonist mode; activation, % at 20 µM; Neurotensin receptor type 1 (Homo sapiens), P30989;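 active = activation at or above 40% of the spot to cytoplasm intensity ratio, with at least 20 cells analyzed; inconclusive = wells under 20 cells, flagged as cytotoxic or low count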;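 also: 0% = DMSO without peptide and 100% = 100 nM NTR1 peptide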
Target sequence (P30989 whole entry, looked up): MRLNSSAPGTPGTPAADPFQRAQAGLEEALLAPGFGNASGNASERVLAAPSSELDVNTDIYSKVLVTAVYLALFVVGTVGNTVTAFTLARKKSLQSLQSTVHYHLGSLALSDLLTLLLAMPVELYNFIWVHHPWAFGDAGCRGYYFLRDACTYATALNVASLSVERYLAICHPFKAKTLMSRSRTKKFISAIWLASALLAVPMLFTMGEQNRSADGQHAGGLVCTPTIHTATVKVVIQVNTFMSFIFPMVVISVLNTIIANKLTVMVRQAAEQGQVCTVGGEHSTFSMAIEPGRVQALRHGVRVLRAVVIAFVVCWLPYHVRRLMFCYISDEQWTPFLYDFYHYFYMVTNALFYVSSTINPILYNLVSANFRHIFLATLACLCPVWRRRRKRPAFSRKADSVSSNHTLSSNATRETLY
T cell modulator: modulators of CD8 T cell-vesicle binding, primary screen, mouse 2C CD8+ T cells, flow cytometry; 2C CD8+ T cell-vesicle binding; active compounds read low; calls only at 7 µM; actives 0.068% (n = 330,000);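 active = response, share of CD8 T cells binding vesicles, and their 90th percentile fluorescence all below set limits, cut at about 80% in these data, passing the limit was not always enough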
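incubation = binding step 1.5 h, 37 °C, antibody labelling 20 min, ice | test system = 2C mouse CD8+ T cells | read-out basis = percent CD8+ FL2 mean versus row control | controls = Peptide-free naked vesicles (low) and QL9 vesicles with 0.7% DMSO vehicle (high) | detection = flow cytometry of vesicle-bound cells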
MgcRacGAP inhibition: MgcRacGAP GTPase-activating activity inhibitors, confirmation, biochemical, ADP Hunter fluorescence; MgcRacGAP-stimulated Rac1 GTP hydrolysis, ADP Hunter fluorescence; higher % means a stronger effect; GST-tagged Rac1 F28L mutant substrate; actives 0.6% (n = 340,000); one-dose inhibition, % at 30 µM; IC50 in µM for titrated hits;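 active = first-screen hits whose inhibition reached a set limit at any dose in the follow-up dose series; inconclusive = inhibition above the set first-screen limit but never retested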;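 also: fluorescence reports GDP produced by GAP-driven GTP hydrolysis; strong numbers were not always called active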
Large T inhibition: SV40 large T antigen inhibitors, biochemical (AID 1903) | SV40 large T antigen ATPase/helicase inhibition assay; higher % means a stronger effect | inhibition, % at 20 µM; hits with a dose series show IC50 in µM | actives 0.39% (n = 310,000); in the data active = a potency from the dose series; inconclusive = inhibition mostly from about 32% at the one dose, without a potency; inactive = the rest, 99 in 100 with inhibition below about 32%; also: strong numbers were not always called active
T cell modulator vesicle-bound %: recorded beside T cell modulator, whose call it bears; double positive events, %; measured here: CD8+ vesicle-bound cell fraction;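 binding gate set so that unloaded-vesicle control wells show 10% double positive cells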
NTR1 agonist cell count 20 µM: also measured in NTR1 agonist; calls as there; cell count; measured here: cell count, cytotoxicity flag
NS5 inhibitors pilot replicate: also measured in NS5 inhibitors; calls as there; inhibition, %; measured here: pilot screen replicate inhibition
An asterisk follows results filed as active; i = inactive; ? = inconclusive; · = not tested or not shown; [ ] = dose if it differs, or a comment. Rows were taken by chance. Share with any hit: about 1.5%.

SMILES | PhoP inhibition | NS5 inhibitors | RSV CPE inhibition | West Nile antiviral | UTI89 phage lysis | NTR1 agonist | NTR1 agonist cell count 20 µM | T cell modulator | T cell modulator vesicle-bound % | MgcRacGAP inhibition | Large T inhibition | others
CCCCC(c1nnnn1CCOC)N1CCN(Cc2ccccc2)CC1 (centres undefined) | -1% | -3% | 0.2% | -1.0% | 0.9% | -1.4 | 61 | i | 44 | -4% | 10%
O=C(Nc1ccccc1N1CCCCC1)c1cccs1 | 11% | -3% | -1.0% | -0.6% | 4.7% | 2.5 | 81 | i | 13 | 2% | 1%
COCc1nnc(NC(=O)CCc2ccccc2)s1 | 12% | -3% | 1.6% | 0.5% | 0.5% | 1.9 | 74 | i | 60 | 7% | -3%
O=C(O)c1ccc(Cl)c(S(=O)(=O)Nc2ccccc2N2CCOCC2)c1 | -3% | -1% | -0.1% | 0.4% | -0.2% | -0.7 | 24 | i | 31 | 7% | 2%
O=C(COc1ccccc1F)N1c2ccccc2CCc2ccccc21 | -1% | -4% | 3.5% | -1.0% | 0.1% | 0.5 | 98 | i | 59 | 4% | 5%
CC(NCC(=O)Nc1ccccc1C(=O)NC1CC1)c1ccc(F)cc1F (centres undefined) | · | 3% | -0.6% | · | -0.1%[50 µM] | -1.1 | 55 | i | 21 | 10% | ·
CCOC(=O)CSc1nc(-c2ccc(OC)cc2)ns1 | -9% | -2% | -0.7% | 0.4% | 0.4% | -1.3 | 93 | i | 7 | 7% | 0%
CC(C)C(=O)N(Cc1ccccc1)S(=O)(=O)c1ccc2c(c1)oc(=O)n2C | 1% | -3% | 10% | -0.4% | 0.3% | -1.3 | 60 | i | 1 | 1% | 3%
CC(C)(C)n1nnnc1C(c1ccc(Cl)cc1)N1CCSCC1 (centres undefined) | 0% | 1% | 0.8% | -0.1% | 0.1% | -1.9 | 41 | i | 11 | 8% | 7%
COc1ccccc1-n1nc(C(=O)Nc2ccc3c(c2)OCO3)c2ccccc2c1=O | 1% | 1% | 1.5% | -0.1% | 0.8% | 2.3 | 74 | i | 58 | 6% | 4%
CCS(=O)(=O)N1Cc2ccccc2CC1C(=O)Nc1nc2ccccc2[nH]1 (centres undefined) | -8% | -4% | 1.5% | 0.0% | 0.8% | 0.4 | 82 | i | 38 | 3% | 17%
CCOC(=O)CNc1ccc(OC(F)(F)F)cc1 | -11% | -5% | 1.1% | -0.1% | 0.7% | -0.3 | 43 | i | 49 | 3% | 8%
Cn1c(C(=O)OC(C(=O)NC2CCCC2)c2ccncc2)cc2sccc21 (centres undefined) | 4% | -1% | 0.3% | -0.2% | -0.1% | 1.4 | 49 | · | · | 7% | -1%
Cc1ccc2[nH]c(=O)c(CN(CCCN3CCOCC3)C(=O)Nc3ccc(Cl)cc3)cc2c1 | 3% | -2% | 6.9% | 33% | 0.3% | -0.6 | 30 | i | 36 | 9% | 3%
Cc1ccc(S(=O)(=O)Nc2ccccc2CNc2ncc(Br)cc2Br)cc1 | 0% | -3% | 2.6% | -0.5% | 0.1% | 2.3 | 42 | i | 40 | 7% | 23%
O=C(CSc1ccsc1[N+](=O)[O-])NCCc1ccc(Cl)cc1 | 12% | -4% | 2.1% | 1.6% | 0.4% | 0.2 | 82 | i | 33 | 9% | 16%
Cn1ccsc1=NC(=O)c1ccc([N+](=O)[O-])o1 | 21% | 0% | 2.6% | -0.3% | 0.4% | 1.2 | 48 | i | 68 | 9% | 17%
CN(C)Cc1nc2ccccc2c(=O)n1Cc1nc(C(C)(C)C)cs1 | 11% | -4% | 0.5% | -0.6% | 2.6% | 7.0 | 55 | · | · | 7% | -6%
CC(C)C[C@H](NC(=O)OC(C)(C)C)C(=O)N[C@@H](CO)[C@H](O)[C@@H]1C[C@@H]1C(=O)NC1CC1 | -5% | -10% | 3.0% | -0.7% | 0.9% | -3.0 | 40 | i | 28 | 11% | 10%
CC(C)CCN1CCN(Cc2cccn2-c2nccs2)CC1CCO (centres undefined) | 8% | -4% | 1.2% | -0.6% | 0.0% | -1.7 | 77 | i | 52 | 1% | 5%
Cc1cccc(Sc2c([N+](=O)[O-])ncn2C)n1 | 3% | -7% | 2.2% | 0.3% | -0.8% | 0.4 | 97 | i | 19 | 10% | 6% | NS5 inhibitors pilot replicate=-7.0
CSc1ccc(C2CC(=O)Nc3nc(SC)[nH]c(=O)c32)cc1 (centres undefined) | -2% | -10% | 1.6% | 1.3% | -0.5% | -0.5 | 59 | i | 29 | 9% | 7%
Cn1cccc1C(=O)NC(=O)CSc1nc2ccccc2s1 | -15% | -1% | 2.6% | -0.2% | 0.2% | 3.7 | 103 | i | 24 | 0% | 4%
O=C(NCCCN1CCOCC1)C(C(=O)c1ccccc1)n1ccccc1=O (centres undefined) | 7% | -9% | 0.4% | 0.1% | 0.3% | -0.4 | 104 | i | 38 | 5% | 7% | NS5 inhibitors pilot replicate=-2.4
Cc1noc(C)c1C(=O)Nc1sccc1C(N)=O | · | -4% | · | · | -0.3%[50 µM] | 0.1 | 64 | i | 37 | 1% | ·
CCCCn1c(CCl)nc2cc(S(=O)(=O)N3CCOCC3)ccc21 | · | 6% | · | · | -0.2%[50 µM] | 0.5 | 52 | i | 26 | 6% | ·
O=C(NCCCn1ccnc1)c1noc2c1CCCC2 | -3% | -3% | -0.1% | 0.3% | -0.4% | -1.6 | 75 | i | 49 | -6% | 4%
COCCN1CCn2c(nc3cc([N+](=O)[O-])ccc32)C1 | -8% | 2% | -0.8% | 0.4% | -0.1% | 0.7 | 67 | i | 36 | 6% | 18%
O=C(COC(=O)Cc1cn2ccsc2n1)NCc1ccc2c(c1)OCO2 | -5% | -5% | 2.6% | 0.4% | 0.8% | -0.6 | 77 | i | 59 | 0% | 5%
CCN(CC)S(=O)(=O)c1cc(NC(=O)CNc2c(C)n(C)n(-c3ccccc3)c2=O)ccc1C | -2% | · | 1.7% | -0.1% | 0.9% | 0.8 | 96 | i | 44 | -3% | 13%
CN1CCN(c2ccccc2NC(=O)Cc2cn(C)c3ccccc23)CC1 | 0% | -2% | 1.0% | -0.2% | -1.4% | -1.4 | 101 | i | 26 | -6% | 3%
Cn1cnnc1Sc1cc(N2CCN(S(=O)(=O)c3ccc(Cl)c(Cl)c3)CC2)ccc1[N+](=O)[O-] | -9% | 5% | 11µM* | 1.4% | -0.1% | 1.2 | 50 | i | 19 | 8% | 7%
CSc1ccccc1NC(=O)CN1CC(C)OC(C)C1 (centres undefined) | 9% | 1% | 3.4% | -0.2% | -0.4% | -0.8 | 38 | i | 13 | 3% | 8%
Cc1cc2c(=O)n(C)c(SCC(=O)c3cc4ccccc4o3)nc2s1 | 28% | -2% | 13% | -0.9% | 0.0% | 8.3 | 55 | i | 37 | 17% | 2%
Cc1cccc(NC2=C(Cl)C(=O)OC2NC(=O)c2ccccc2)c1 (centres undefined) | -1% | 2% | 1.0% | -0.4% | 0.2%[50 µM] | 1.9 | 43 | i | 28 | 5% | -1%
O=C(NCCCN1CCOCC1)C1CC(=O)N(CCc2ccccc2)C1 (centres undefined) | -2% | -4% | 0.6% | 0.4% | 0.9% | -1.1 | 33 | i | 50 | 10% | -2%
Cc1ccc(-c2[nH]ncc2/C=C(\C#N)C(=O)NC2CCCCC2)cc1 | 11% | -7% | ? | 1.8% | 6.8% | -2.0 | 94 | i | 54 | 6% | 0%
O=C(Nc1ccccn1)Nc1ccccc1[N+](=O)[O-] | -2% | 2% | 14% | 1.1% | 0.0% | 0.4 | 71 | i | 17 | 5% | 8%
COc1cccc(/C=C2\SC(=S)N(CCCC(=O)N3CCCCC3CCO)C2=O)c1 (centres undefined) | -9% | -16% | 5.1% | ? | -0.3% | 7.4 | 55 | i | 28 | 12% | 16%
COc1ccc(CNS(=O)(=O)c2c(C)[nH]c(C)c2C(=O)N2CCCCC2)cc1 | -5% | -12% | 2.2% | 0.0% | 0.3% | -0.6 | 61 | i | 2 | 10% | 9%
CCCCCCCNC1=CC(=O)CC(c2ccco2)C1 (centres undefined) | 9% | -10% | 1.5% | 0.0% | -0.1% | -0.3 | 78 | i | 4 | 6% | 25%
Cc1ccc(NC(=O)CSc2cccc[n+]2[O-])c([N+](=O)[O-])c1 | 3% | -9% | 1.0% | 0.5% | 0.1% | 0.4 | 66 | i | 39 | 9% | 9%

Reprinted at random: 5 compounds from above, in no set order.
SMILES | PhoP inhibition | NS5 inhibitors | RSV CPE inhibition | West Nile antiviral | UTI89 phage lysis | NTR1 agonist | NTR1 agonist cell count 20 µM | T cell modulator | T cell modulator vesicle-bound % | MgcRacGAP inhibition | Large T inhibition | others
COc1ccc(CNS(=O)(=O)c2c(C)[nH]c(C)c2C(=O)N2CCCCC2)cc1 | -5% | -12% | 2.2% | 0.0% | 0.3% | -0.6 | 61 | i | 2 | 10% | 9%
Cc1ccc(NC(=O)CSc2cccc[n+]2[O-])c([N+](=O)[O-])c1 | 3% | -9% | 1.0% | 0.5% | 0.1% | 0.4 | 66 | i | 39 | 9% | 9%
Cc1ccc(-c2[nH]ncc2/C=C(\C#N)C(=O)NC2CCCCC2)cc1 | 11% | -7% | ? | 1.8% | 6.8% | -2.0 | 94 | i | 54 | 6% | 0%
CCCCCCCNC1=CC(=O)CC(c2ccco2)C1 (centres undefined) | 9% | -10% | 1.5% | 0.0% | -0.1% | -0.3 | 78 | i | 4 | 6% | 25%
COc1cccc(/C=C2\SC(=S)N(CCCC(=O)N3CCCCC3CCO)C2=O)c1 (centres undefined) | -9% | -16% | 5.1% | ? | -0.3% | 7.4 | 55 | i | 28 | 12% | 16%
